14-3-3 PPI – modulators of human 14-3-3 gamma - Raf peptide interaction; FP, 14-3-3gamma / TMR-pS259-Raf peptide binding; inhibition, % at 40 µM; actives 0.19% (n = 160,000); in the data active = inhibition above about 30%;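 also: 0% = protein plus tracer without compound and 100% = blank with tracer alone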
Target sequence (P61981 whole entry, looked up): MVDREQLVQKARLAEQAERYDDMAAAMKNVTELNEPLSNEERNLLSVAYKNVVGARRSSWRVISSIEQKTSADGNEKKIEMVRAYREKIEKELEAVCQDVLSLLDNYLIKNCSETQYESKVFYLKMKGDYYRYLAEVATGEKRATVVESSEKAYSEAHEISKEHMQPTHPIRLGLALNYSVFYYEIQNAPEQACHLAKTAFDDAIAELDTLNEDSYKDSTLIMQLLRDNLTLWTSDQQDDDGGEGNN
Starred values were filed as active, the others as inactive; & = joins results of further samples. Not all compounds are listed; count on the stated rates, not on these rows.

SMILES	14-3-3 PPI
CCNC(=O)CC1C(=O)N(c2ccc(F)cc2)C(=O)N1Cc1ccccn1 (centres undefined)	5
O=C(COC(=O)c1cc(-c2ccccc2)nc2ccccc12)c1ccc(Cl)cc1	1
OC[C@H]1O[C@@H](n2cnc3c(NC4CCCC4)ncnc32)C(O)[C@H]1O (some centres undefined)	-10
O=C(O)CNS(=O)(=O)c1ccc2c(c1)CCC(=O)N2	-24
O=C(CCCOc1ccc(Cl)cc1)Nc1ncc(Cc2ccc(F)cc2)s1	-3
COc1ccc(OC)c(NC(=O)C2=C(C)NC(=O)NC2c2ccccc2F)c1 (centres undefined)	-17
COc1ccc2c(c1)c1c3n2CCN(C)C3=NCC1	-3
CCSc1nc2c(c(=O)n1CC)C1(CCCC1)Cc1ccccc1-2	-8
Cc1nn(C)c(C)c1NS(=O)(=O)c1ccccc1	2
CC(C)(C)C1CCc2c(sc(NC(=O)COc3ccccc3)c2C(N)=O)C1 (centres undefined)	-11
CCOC(=O)c1c(NC(=O)c2cc(-c3ccc4c(c3)OCO4)on2)sc2c1CCCC2	3
CC(C)NC(=O)C1CCCN(c2nnc(-n3cccc3)s2)C1 (centres undefined)	-4
CC(=O)OC1C(=O)OC2C1OC(n1ccc(=O)[nH]c1=O)C2OC(C)=O (centres undefined)	-3
O=C(NCCN1CCN(C(=O)Nc2ccccc2)CC1)Nc1ccccc1	4
Cc1ccc(C2Nc3ccccc3C(c3ccccc3)(c3ccccc3)O2)o1 (centres undefined)	2
CCCOC(=O)C1=C(C)NC2=C(C(=O)CC(C)(C)C2)C1c1cc2c(cc1Br)OCO2 (centres undefined)	1
O=C(c1ccco1)N1CCN(S(=O)(=O)c2ccc(Oc3ccccc3)cc2)CC1	-11
CC(C)CCOC(=O)c1ccc(NC(=O)c2ccc([N+](=O)[O-])cc2Cl)cc1	2
COc1ccc(OC)c(NC(=O)c2cc3cccc(OC)c3oc2=O)c1	-9
CC(=O)Nc1cccc(NC(=O)C(C)C)c1	5
Cc1cc(C)nc(NS(=O)(=O)c2ccc(NC(=O)C(C)(C)C)cc2)n1	8
Nc1ccccc1NC(=O)c1ccccc1	-5
COC(=O)Cc1[nH]n(-c2ccccc2)c(=O)c1C=Nc1ccc(C)cc1	-12
CCN(CC)C(=O)CSc1nc2ccccc2c(=O)n1Cc1ccco1	0
CCOC(=O)Cc1nnc2c(Nc3ccc(Cl)cc3)nc3nonc3n12	-1

(listing goes on)
SMILES	14-3-3 PPI
COc1cccc(N2C(=O)c3ccc(F)cc3C2=O)c1	-3
COc1ccc(NC(=O)C(c2ccc(C)cc2)N(C)C(=O)CC2NC(=O)NC2=O)cc1 (centres undefined)	3
Cc1ccccc1C1C=C(c2ccc(F)cc2)Nc2nc3ccccc3n21 (centres undefined)	0
Cc1cc(=O)oc2ccc(Oc3ccc(C#N)cc3[N+](=O)[O-])cc12	1
O=C(NCc1ccncc1)c1c(F)c(F)c(F)c(F)c1F	-12
Nc1ccc2oc(-c3cccc(Cl)c3)nc2c1	-18
O=C(NCc1ccco1)C1CCN(S(=O)(=O)c2ccc(-n3cnnn3)cc2)CC1	-3
O=C(O)c1cccn1Cc1cccc(Cl)c1	-46
Cn1c(=N)n(CC(=O)C23CC4CC(CC(C4)C2)C3)c2ccccc21	-4
Cc1nc2ccc(NC(=O)NCc3ccco3)cc2s1	5
Cc1ccc2nsnc2c1S(=O)(=O)N1CCN(c2ccc(F)cc2)CC1	6
CC1=CC(C)(C)N(C(=O)CSc2ncn[nH]2)c2cc(C)ccc21	-15
O=C(NCC(c1cccnc1)N1CCOCC1)c1cccc(Cl)c1 (centres undefined)	-6
CCOC(=O)c1c(CSc2ccsc2)n(C)c2cc(Br)c(O)c(CN(C)C)c12	-5
O=C(NCc1n[nH]c(=S)n1-c1ccc(F)cc1)c1ccc(S(=O)(=O)N2CCOCC2)cc1	-1
Cc1ccc(C(=O)CSc2n[nH]c(C)n2)cc1	-2
CCOC(=O)c1cnc(=S)[nH]c1N	-10
COc1ccc(N2Cc3cccc(C(=O)Nc4ccc(CN5CCCC5)cc4)c3C2=O)cc1	-31
CN(C)CCNC(=O)c1cc2c(=O)n(C)c3ccccc3c2n1C	-6
O=C(c1ccco1)N1CCN(c2nc(C3CC3)nc3sc4c(c23)CCCC4)CC1	-8
CN(C)CCNC(=O)c1ccc2c(c1)ncn2C1CCCC1	-5
O=C(Cn1cnc2c(nnn2Cc2ccccc2)c1=O)c1ccccc1	5
FC(F)(F)c1cccc(Nc2ncnc3ccc(Br)cc23)c1	0
CCOC(=O)C1=C(C(F)(F)F)Nc2nnnn2C1c1ccc(OC)c(OC)c1 (centres undefined)	6
Cc1nc(SCC(N)=O)c2c(=O)n(C)c(=O)n(C)c2n1	-2

(next part)
SMILES	14-3-3 PPI
COc1cc(OC)c(NC(=O)Cn2c3ccccc3c(=O)c3ccccc32)cc1Cl	-6
COC(=O)c1cnn(C(=O)c2ccccc2Br)c1N	-16
COC(=O)C(C)NC(=O)C1CCCN1S(=O)(=O)c1cc(C)c(Cl)cc1C (centres undefined)	3
CCOC(=O)c1cc(C#N)c(SCc2ccc(C#N)cc2)nc1C	-1
Cc1sc(N2C(=O)c3ccccc3C2=O)c(C#N)c1C	-9
COc1ccc(N2CCN(Cc3cc(=O)oc4ccc5ccccc5c34)CC2)cc1	-2
CCCC(=O)N1c2ccccc2-c2nnc(SC)nc2OC1c1ccc(C(=O)OC)cc1 (centres undefined)	3
CCOC(=O)CNS(=O)(=O)c1cc(-c2nn(C)c(=O)c3ccccc23)ccc1C	-6&-14
CCOc1cc2c(cc1OCC)C1C(C(=O)NC(C)C)c3ccccc3C(=O)N1CC2 (centres undefined)	-10
CC1CC(C)CN(CCCNC(=O)c2ccc3c(c2)NC(=O)CS3)C1 (centres undefined)	-6
CCOC(=O)COc1ccc2c(c1)C(=O)CC(C)(c1cccnc1)O2 (centres undefined)	4&-12
O=C(O)CCCCCNc1ccc2nsnc2c1[N+](=O)[O-]	-4
COc1ccc(-c2nc3cccc(C)c3nc2-c2ccc(OC)cc2)cc1	-8
CCCCC(CC)CNC(=O)Cn1c(=O)[nH]c2ccccc2c1=O (centres undefined)	-1
CCCC(=O)N(c1ccc2oc(C)c(C(C)=O)c2c1)S(=O)(=O)c1ccc(OC)cc1	-9
CCOC(=O)c1sc2ncnc(N3CCN(c4ccccc4)CC3)c2c1C	4
COc1ccc(N=C2C(=O)Nc3ccc(Cl)cc32)cc1	-8
CC(=O)c1sc(Nc2cccc3ccccc23)nc1C	-11
CCCCNC1=CC(=O)CC(C)(C)C1	-1
Cc1cccc(NC(=O)C2CCN(S(=O)(=O)c3cccc4cccnc34)CC2)n1	-4
Nc1nc2n(n1)C(c1c(F)cccc1Cl)CC(c1ccc(F)cc1)N2 (centres undefined)	-2
COc1ccc(C2NC(=O)NC(C)=C2C(=O)OCCCCl)cc1OC (centres undefined)	1
CCCCNc1nc2c(c(=O)[nH]c(=O)n2C)n1CCOc1ccccc1	-7
Cc1nn(C)cc1CN(C)C(=O)c1sc2cccc(Cl)c2c1Cl	2
CC1(C)C2CCC1(CS(=O)(=O)Nc1ccc(Cl)cc1)C(=O)C2 (centres undefined)	5

The list goes on.
SMILES	14-3-3 PPI
CC1CN(C(=O)c2ccncc2)C(C)CN1C(=O)c1ccncc1 (centres undefined)	6
N#Cc1c(N)sc2c1CCN(C(=O)OCc1ccccc1)C2	-7
CCOC(=O)c1c(C)[nH]c(C)c1C(=O)COC(=O)CNC(=O)c1ccc(OCC)cc1	-23
CCc1ccc(C2Nc3ccccc3C(=O)N2c2ccc(NC(C)=O)cc2)cc1 (centres undefined)	-1
CC(=O)C1=C(O)C(=O)N(Cc2cccnc2)C1c1ccccc1F (centres undefined)	-5
CCCN1C(=O)C2(c3cc(Br)ccc31)N1CC3(C)CN2CC(C)(C1)C3=O (centres undefined)	3
NS(=O)(=O)c1ccc(NC(=O)CN2CCN(c3ccc(F)cc3)CC2)cc1	-3
CC(C)NC(=O)c1cc2c(=O)n3ccccc3nc2s1	0
CCN(CC)Cc1c(C(=O)OC(C)C)nnn1-c1nonc1N	-7
Cc1ccc(C(=O)CSc2nnc(CNc3ccc(C)cc3C)o2)cc1	-3
Nc1ccc2ccccc2c1-c1c(N)ccc2ccccc12	-6
CC(=O)C(C(C)=O)C(NC(=O)c1ccc(C)cc1)(C(F)(F)F)C(F)(F)F	5
CCCSc1nnc(-c2c[nH]c3ccccc23)n1C	1&-4
COc1ccc(-c2cc(C(F)(F)F)n3nc(C)cc3n2)cc1	4
CCOC(=O)C1=C(NC(=O)c2ccc(Br)o2)Nc2ccccc2N=C1	-1
CCOC(=O)C1=C(C)NC(=O)NC1c1c(C)nn(-c2ccccc2)c1Cl (centres undefined)	4
CCOC(=O)c1cc2c(=O)n3ccccc3nc2n(Cc2ccco2)c1=N	-53
CCc1ccc2[nH]c(C)c(CN3CCCCC3C)c(=O)c2c1 (centres undefined)	-4
CN(C(=O)c1c[nH]c2ccc(S(=O)(=O)N3CCOCC3)cc2c1=O)C1CCCCC1	0
CC1=CCC2(CO)COC(c3ccccc3O)C1C2 (centres undefined)	-1
CCCC(c1nnnn1CC1CCCO1)N1CCN(c2cc(Cl)ccc2C)CC1 (centres undefined)	-7
O=C1Nc2ccc3ccccc3c2C(c2ccccc2)N1 (centres undefined)	-1
Cc1cc(C)cc(OCC(=O)Nc2cccc(-c3nnc(-c4ccco4)o3)c2)c1	-1
O=C(NCCN1CCOCC1)C1CCC(Cn2c(=S)[nH]c3ccccc3c2=O)CC1 (centres undefined)	-1
CS(=O)(=O)c1ccc(-c2nn[nH]n2)cc1	-3

Next section.
SMILES	14-3-3 PPI
CS(=O)CSc1nc2c(cc1C#N)CCCC2 (centres undefined)	2&-2
Cc1cc(Cl)ccc1N1C(=O)C(N2C(=O)c3ccc([N+](=O)[O-])cc3C2=O)C1c1ccc(F)cc1 (centres undefined)	5
Cc1ccc(C(c2sc3ncnn3c2O)N2CCCCC2)cc1 (centres undefined)	3
Cc1cccc(NC(=O)c2ccc(COc3ccc(C(C)(C)C)cc3)cc2)n1	3
CCc1ccccc1NC1=C(Cl)C(=O)N(c2ccccc2Cl)C1=O	-22
O=C1CN(c2nc(-c3ccc(Cl)cc3)cs2)CCN1	2
O=C(CN(CC1CCCO1)C(=O)CCC(=O)Nc1nccs1)NCC1CCCO1 (centres undefined)	-2
O=C(NC1(O)C(=O)c2ccccc2C1=O)c1ccccc1	1
COc1cc(OC)cc(C(=O)NCCn2ccc3ccccc32)c1	-3&-1
Cc1ccc(CN2C(=O)c3cccnc3C2=O)cc1	-10
Cc1cc(C(=O)CSc2nnc(-c3cccs3)n2Cc2ccccc2)c(C)n1C	-6
Cc1noc(C)c1S(=O)(=O)N1CCC(C(=O)Nc2ccc(OC(F)(F)F)cc2)CC1	-3
CC(=O)c1nnn(-c2nc(N3CCCC3)nc(N(c3ccccc3)c3ccccc3)n2)c1C	-10
CCOc1ccc(-c2nnc(N(CC)C(=O)C3CCC3)s2)cc1	7
Nc1cc(=O)[nH]c(SCC(=O)Nc2ccc(Cl)cn2)n1	-5
O=C(OCc1cc(-c2ccccc2)no1)c1ccc2ccccc2n1	-1
CCOc1ccccc1C(=O)Nc1ccccc1C(N)=O	0
CCOC(=O)CNC(=O)c1nc2ncccn2n1	-1
CC(C)NC(=O)c1ccc2c(c1)N(Cc1cccc(Cl)c1)C(=O)c1ccccc1S2	7
Cc1cc(NS(=O)(=O)c2ccc(NC(=O)c3ccc(Br)o3)cc2)nc(C)n1	-26
CC(C)NC(=O)c1ccc(N(C)S(=O)(=O)c2ccccc2)cc1	1
O=C(Nc1ccc(-c2cnc(-c3ccc(NC(=O)C(F)(F)F)cc3)nc2)cc1)C(F)(F)F	7
CCN1CCN(c2ncc(C(=O)N3CCN(c4ccccc4OC)CC3)c3ccccc23)CC1	0
COc1cc(O)ccc1-c1nc2cc(C)ccn2c1Nc1ccccc1C	-39
Cc1cccc(CN2C(=O)c3ccccc3Sc3ccc(C(=O)NCCC(C)C)cc32)c1	5
COC(=O)c1c(C)oc2cc(Br)c(OCc3ccc(C)cc3)cc12	0
O=C(c1sc2ccccc2c1Cl)N1CCN(c2ccc([N+](=O)[O-])cc2Cl)CC1	-2

From PubChem BioAssay
